Source: PubChem BioAssay
F508del corr = correctors of CFTR F508del function in bronchial epithelial cells; AID 720511; activity (quench increase), % at 7.58 µM; CFBE cells, YFP halide quenching; stimulated with forskolin plus potentiator P3; % fluorescence drop versus neutral controls; 0.36% of 350,000 active;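 active = mean added fluorescence quench of at least 8% versus neutral control, with both replicates also reaching 8%; inconclusive = only one of the mean or replicate conditions met; inactive = mean below 8% and not both replicates reaching 8%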;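 note: cells transiently co-express mutant CFTR-F508del with the halide-sensitive YFP; corrector assay measuring rescue of mutant channel to the surface after 24 h compound exposure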
DENV2 CPE rescue = protects cells from dengue virus 2 cytopathic effect. DENV2-infected cells, cytopathic effect rescue, plate reader. 1.7% of 350,000 active. CPE inhibition, % at 9.99 µM; in the data active = CPE inhibition above about 20%, passing the limit was not always enough; inconclusive = no clear call, values can overlap the other calls; tested in BHK-21 cells;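 note: 0% = median of neutral control wells and 100% = median of positive control wells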
CASP6 VEID inh = caspase-6 (human) enzyme inhibition; P55212; purified caspase-6, Z-VEID-R110 cleavage fluorescence; inhibition, % at 12.5 µM; 0.53% of 350,000 active; AID 686996;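 active = mean inhibition across replicates at least about 35%, with every replicate also reaching that limit, limit read from the data; inconclusive = only one of the two criteria met; inactive = neither criterion met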;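 note: 0% = median of neutral control wells and 100% = no fluorescence left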
Target sequence (P55212 24-179 limits assumed): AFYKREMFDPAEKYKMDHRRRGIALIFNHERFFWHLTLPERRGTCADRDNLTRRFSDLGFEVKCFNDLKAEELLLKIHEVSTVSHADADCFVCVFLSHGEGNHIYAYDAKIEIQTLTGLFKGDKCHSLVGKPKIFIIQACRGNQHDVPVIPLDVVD
Target sequence (P55212 194-293 limits assumed): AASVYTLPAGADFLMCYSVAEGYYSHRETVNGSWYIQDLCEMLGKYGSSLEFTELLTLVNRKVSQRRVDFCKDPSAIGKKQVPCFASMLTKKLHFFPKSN
ERp5 block = blocks human ERp5 reductase activity on insulin | ERp5 insulin aggregation, absorbance 650 nm, 90 min | Q15084 | AID 651711 | 0.05% of 350,000 active | inhibition, % at 9.99 µM;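 active = mean replicate inhibition above about 25%, with every replicate also reaching it, limit read from the data, passing the limit was not always enough; inconclusive = only one of those two criteria met; inactive = neither criterion met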
Target sequence (Q15084 whole entry, looked up): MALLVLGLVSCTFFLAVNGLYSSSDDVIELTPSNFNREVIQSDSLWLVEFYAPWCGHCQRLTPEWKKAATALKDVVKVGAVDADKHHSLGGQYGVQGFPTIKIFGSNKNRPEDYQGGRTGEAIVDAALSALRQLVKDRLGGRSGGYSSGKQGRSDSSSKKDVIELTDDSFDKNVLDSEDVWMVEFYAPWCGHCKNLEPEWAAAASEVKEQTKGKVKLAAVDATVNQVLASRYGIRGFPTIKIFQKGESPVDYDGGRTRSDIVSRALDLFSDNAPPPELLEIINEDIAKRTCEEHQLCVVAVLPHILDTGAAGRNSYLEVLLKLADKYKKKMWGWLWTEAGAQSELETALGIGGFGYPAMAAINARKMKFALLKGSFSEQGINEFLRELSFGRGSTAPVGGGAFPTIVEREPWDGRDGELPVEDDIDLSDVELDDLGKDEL
miR122 inh = blocks miR-122 activity in Huh7 sensor cells; Huh7 miR-122 Renilla luciferase sensor, 48 h; neutral wells = 0, positive control = 100; activation (reporter increase), % at 12.5 µM; 0.3% of 340,000 active; AID 602342;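 active = mean replicate activation score at least 90 and every replicate individually at or above 90; inconclusive = only one of the two criteria met; inactive = neither criterion met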;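 note: higher luciferase means less miR-122 activity so hits act as miR-122 inhibitors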
SIRT5 inh = sirtuin-5 (human) deacylase inhibition; Q9NXA8; inhibition, % at 15 µM; AID 652115; 1.1% of 330,000 active; Purified SirT5, succinyl-peptide AMC, trypsin-coupled fluorescence; in the data active = inhibition above about 15%; inconclusive = no clear call, values can overlap the other calls
Target sequence (Q9NXA8 whole entry, looked up): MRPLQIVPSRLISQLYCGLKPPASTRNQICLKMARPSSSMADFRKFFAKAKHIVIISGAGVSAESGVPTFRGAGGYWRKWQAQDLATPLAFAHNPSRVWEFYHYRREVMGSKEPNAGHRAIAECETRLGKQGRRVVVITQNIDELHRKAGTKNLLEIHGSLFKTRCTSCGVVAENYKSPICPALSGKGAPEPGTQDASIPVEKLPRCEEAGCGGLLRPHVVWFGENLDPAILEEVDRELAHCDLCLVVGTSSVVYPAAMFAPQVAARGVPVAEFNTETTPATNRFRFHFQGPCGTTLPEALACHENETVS
ERAP1 inh = ERAP1 (human) enzyme inhibition; 0.15% of 340,000 active; AID 652197; inhibition, % at 10.7 µM; recombinant ERAP1, Leu-AMC fluorescence, 60 min;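 active = mean replicate inhibition of at least 30%, or all replicates individually reaching that 30% level; inactive = mean below 30% and not every replicate reaching it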;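 note: 0% = neutral control wells and 100% = L-leucinethiol positive control wells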
An asterisk follows results filed as active; ? = inconclusive; . = not tested or not shown; [ ] = another dose, or the depositor's remark.

item | smiles | ERp5 block | DENV2 CPE rescue | ERAP1 inh | miR122 inh | F508del corr | SIRT5 inh | CASP6 VEID inh
1 | COc1ccc(C(=O)O)cc1Nc1cc(C)nc2ncnn12 | -3 | 14 | 5 | -7 | 0.2 | -4 | 0
2 | CCOc1ccc(Oc2ccccc2NC(=O)CCc2nc3ccccc3c(=O)[nH]2)cc1 | 1 | 2 | 1 | 0 | -2.9 | 1 | -37
3 | COC(=O)c1sc(N)c(C(=O)OC)c1Cn1ncc(Cl)c(Cl)c1=O | 2 | -5 | 0 | . | -3.8 | 5 | 4
4 | CC(=O)Nc1ccc(C(=O)Nc2cc(C)on2)cc1 | -2 | 17 | 0 | . | 2.3 | -3 | -2
5 | O=C(N1CCCCC1)N1CCN(C(=O)N2CCCCC2)CC1 | 2 | -3 | -1 | -8 | -2.7 | 0 | -5
6 | O=c1nc(N/N=C/c2c[nH]c3ccccc23)cn[nH]1 | -4 | -2 | -8 | . | 2.0 | 3 | 3
7 | CCOc1ccc(OCCC(=O)NNC(=O)c2ccccc2Cl)cc1 | -3 | 1 | -1 | -2 | 1.1 | -3 | 15
8 | O=C(CN1C(=O)C2CC=CCC2C1=O)Nc1ccc(OC(F)(F)F)cc1 (stereo not given) | 2 | -10 | 6 | -6 | 4.3 | 2 | 2
9 | CCOP(=O)(OCC)C(NC(=O)C(F)(F)F)c1ccccc1 (stereo not given) | 4 | 18 | -5 | . | . | -2 | 1
10 | NCCS(=O)(=O)NC1CCCCC1 | 3 | 1 | -7 | . | -0.1 | 1 | -1
11 | CCOC(=O)c1c(C)cc(O)cc1O | -3 | 2 | 0 | -1 | 6.1 | -1 | 2
12 | C[C@H](CO)N1C[C@H](C)[C@H](CN(C)S(=O)(=O)c2ccc(Cl)cc2)Oc2c(NS(=O)(=O)c3cccs3)cccc2C1=O | -1 | ? | 1 | 52[16.7 µM] | -4.6 | 4 | -1
13 | CC1(C)CC(=O)C2=C(C1)Nc1ccccc1NC2c1ccccc1F (stereo not given) | 4 | -2 | . | 3 | -2.1 | 7 | 2
14 | CCN(CC)c1ccc([N+](=O)[O-])cc1/C=N/NC(=O)CC#N | 2 | 1 | -1 | . | . | 0 | 3
15 | Cc1onc(-c2ccccc2)c1-c1n[nH]c(=S)n1-c1ccc(C(=O)O)cc1 | 3 | . | 5 | . | . | -1 | 2
16 | CC1=NN(c2ccccc2)C(=O)C1C=Nc1ccccc1O (stereo not given) | 5 | -6 | -2 | -5 | 1.0 | -3 | -2
17 | Cc1ccc(NC(=O)[C@@H](Cc2ccccc2)NC(=O)[C@H]2O[C@@H](n3ccc(=O)[nH]c3=O)[C@H](O)[C@@H]2O)cc1C | 4 | -3 | 0 | . | -0.8 | 0 | 1
18 | C[C@@H]1CN([C@@H](C)CO)S(=O)(=O)c2ccc(C3=CCCCC3)cc2O[C@@H]1CN(C)S(=O)(=O)c1cn(C)cn1 | -4 | -1 | 1 | 31[16.7 µM] | -3.4 | -3 | 1
19 | Cc1cc(C(=O)NCC(=O)OCC(=O)N(C)C2CCCCC2)ccc1[N+](=O)[O-] | 6 | . | -2 | 2 | 0.8 | -2 | 0
20 | COc1ccc(Cl)cc1S(=O)(=O)N1CCCC(C(=O)N2CCOCC2)C1 (stereo not given) | 7 | -8 | -3 | 2 | 0.8 | -6 | 9
21 | Cn1nc(C(F)(F)F)c2cc(C(=O)O)sc21 | -1 | 1 | 3 | 2 | -3.0 | 1 | -3
22 | COc1cccc(-c2ccc([C@H]3[C@@H](CO)N4CCCCN(CC5CC5)C[C@H]34)cc2)c1 | 6 | -4 | 3 | 16[16.7 µM] | 1.7 | 1 | -3
23 | C[C@@H]1CCCCO[C@H](CN(C)S(=O)(=O)c2cccs2)[C@@H](C)CN([C@H](C)CO)C(=O)c2cc(NC(=O)c3ccncc3)ccc2O1 | -2 | -3 | -2 | 8[16.7 µM] | -0.6 | 2 | 1
24 | CC(=O)C1=C(O)C(=O)N(c2ccc(S(N)(=O)=O)cc2)C1c1cccc([N+](=O)[O-])c1 (stereo not given) | 3 | 4 | . | 1 | 2.4 | 0 | 3
25 | CC(=O)c1ccc(NC(=O)CCc2nnc3ccc(N4CCCC4)nn23)cc1 | 3 | 3 | 3 | -11 | -0.4 | -2 | -1

An excerpt of these results, with one line to a screen.
10) NCCS(=O)(=O)NC1CCCCC1
11) CCOC(=O)c1c(C)cc(O)cc1O
12) C[C@H](CO)N1C[C@H](C)[C@H](CN(C)S(=O)(=O)c2ccc(Cl)cc2)Oc2c(NS(=O)(=O)c3cccs3)cccc2C1=O
compound no.	10	11	12
ERp5 block	3	-3	-1
DENV2 CPE rescue	1	2	?
ERAP1 inh	-7	0	1
miR122 inh	.	-1	52[16.7 µM]
F508del corr	-0.1	6.1	-4.6
SIRT5 inh	1	-1	4
CASP6 VEID inh	-1	2	-1

As entered above.
entry 16 in ERp5 block is listed with 5
entry 4 in ERAP1 inh is listed with 0
entry 23 in ERAP1 inh is listed with -2

More entries follow.
item | smiles | ERp5 block | DENV2 CPE rescue | ERAP1 inh | miR122 inh | F508del corr | SIRT5 inh | CASP6 VEID inh
26 | O=C([C@H]1[C@H](CO)[C@H]2Cn3c(cccc3=O)[C@@H]1N2Cc1cccc(Cl)c1)N1CCOCC1 | ? | 6 | -4 | . | . | 3 | -6
27 | Cc1cccc(S(=O)(=O)N[C@@H]2CC[C@@H](CCNS(=O)(=O)c3ccccc3F)O[C@H]2CO)c1 | -6 | 4 | -2 | . | -0.2 | 1 | -2
28 | Cc1noc(C)c1NC(=O)NCC[C@@H]1CC[C@@H](NC(=O)c2ccncc2)[C@@H](CO)O1 | 0 | 3 | -1 | . | 1.4 | -1 | -3
29 | COC(=O)c1c(C)[nH]c(C(=O)C(C)OC(=O)c2cc(C)oc2C)c1C (stereo not given) | -4 | -6 | 0 | -8 | -2.1 | 0 | 0
30 | CN(C)C(=O)c1cccc(-c2ccc([C@H]3[C@@H](CO)N4CCCCN(Cc5cccnc5)C[C@H]34)cc2)c1 | -1 | 2 | 0 | -11[16.7 µM] | 2.7 | 4 | -1
31 | COc1ccc(S(=O)(=O)N(C)C[C@H]2Oc3ccc(NC(=O)Nc4ccc(F)cc4)cc3C(=O)N([C@@H](C)CO)C[C@@H]2C)cc1 | 1 | -4 | 3 | 1[16.7 µM] | 1.1 | 3 | 3
32 | NC(=O)C[C@@H]1NC(=O)c2cc([N+](=O)[O-])cc(F)c2NCCCC[C@@H](C(N)=O)NC(=O)[C@H](CO)NC1=O | 4 | 8 | 10 | . | 0.5 | 0 | 1
33 | COc1cc(OC)cc(-c2c(-c3ccc(C(C)=O)cc3)c3cc(-c4cccc5[nH]ccc45)ccc3n2C)c1 | 0 | -3 | -1 | -2 | -0.7 | . | -3
34 | CS(=O)(=O)N(CC(=O)NCCSCc1ccccc1)c1ccccc1 | -1 | -2 | -1 | 0 | 3.9 | -7 | 0
35 | O=C(Nc1ccc(F)cc1)N[C@H]1CC[C@H](CCNS(=O)(=O)c2ccccc2F)O[C@@H]1CO | 10 | 13 | -3 | . | -1.2 | -2 | -4
36 | COc1ccc(C(=O)n2nc(-c3ccco3)nc2N)cc1OC | 1 | 12 | -1 | . | -0.2 | . | -1
37 | CCOC(=O)C1CCc2sc(N)c(C#N)c21 (stereo not given) | -1 | -3 | 0 | -6 | 0.9 | 1 | 8
38 | COc1ccc(NC(=S)N2CCN(S(=O)(=O)c3ccccc3)CC2)cc1 | 0 | 0 | -4 | . | 0.4 | 2 | 1
39 | CCC(=O)Nc1ccc2c(c1)C(=O)N(C)[C@H]1CC[C@@H](CC(=O)NCc3ccccc3)O[C@H]1CO2 | -3 | 2 | 3 | 15[16.7 µM] | 2.4 | -4 | 0
40 | COc1ccc2c(CC(=O)O)cc(=O)oc2c1 | 13 | 11 | -2 | 13 | -0.3 | -8 | -1
41 | CCc1ccccc1N(C(=O)c1snc(C(N)=O)c1N)C(C(=O)NCC1CCCO1)c1ccc(N(C)C)cc1 (stereo not given) | -7 | -1 | 1 | -5 | 0.7 | 0 | 4
42 | O=C(CSCc1c(Cl)cccc1Cl)NCc1cccnc1 | 3 | 10 | -4 | . | -2.7 | 2 | 1
43 | Clc1ccc(-c2nc3ccccc3nc2-c2ccccc2)cc1 | 2 | 16 | 4 | 82 | 0.0 | 1 | -1
44 | N#CC1=C(N)C2=CCCC[C@H]2[C@H](c2cccc(F)c2)C1(C#N)C#N | 6 | -2 | -4 | 0 | -3.0 | 1 | 4
45 | CC(=O)Nc1cccc(NC(=S)Nc2cccc(Cl)c2Cl)c1 | 9 | -7 | -2 | . | -1.6 | 1 | -1
46 | O=[N+]([O-])c1ccc(NC(=S)NCCc2ccccc2)cc1 | 1 | 1 | 9 | 26 | 3.8 | 6 | -2
47 | CCOC(=O)n1c(=O)n(Cc2cccc(F)c2)c2ccccc21 | 7 | -2 | 0 | . | -0.2 | 1 | 2
48 | O=C(N[C@@H](Cc1cccnc1)C(=O)N1CCC[C@H]1C(=O)NCc1ccccc1)c1ccc(Cl)cc1Cl | 6 | -4 | 3 | . | -6.0 | -1 | 4
49 | CCOC(=O)N1CCN(CC(O)c2ccccc2)CC1 (stereo not given) | 2 | 3 | . | . | -1.4 | -2 | -1
50 | Cc1ccccc1N(CC(=O)NCCSC1CCCCC1)S(=O)(=O)c1ccccc1 | -11 | . | -1 | -6 | . | 0 | -4

Further results
item | smiles | ERp5 block | DENV2 CPE rescue | ERAP1 inh | miR122 inh | F508del corr | SIRT5 inh | CASP6 VEID inh
51 | C/C(CCC1CC(C)(C)OC1=O)=N\NC(N)=S (stereo not given) | -2 | 7 | . | -7 | 1.6 | -6 | -1
52 | CCOCCCNS(=O)(=O)c1ccc(NC(=O)c2ccccc2)cc1 | 4 | 1 | -2 | 6 | -1.8 | -5 | 2
53 | CC(C)CNc1nc(N)c([N+](=O)[O-])c(NCc2ccccc2)n1 | 2 | 3 | -1 | 4 | 1.0 | 2 | -1
54 | C[C@@H]1CCCCO[C@@H](CN(C)S(=O)(=O)c2cccs2)[C@@H](C)CN([C@@H](C)CO)C(=O)c2cc(NC(=O)CCC(F)(F)F)ccc2O1 | -6 | 9 | 1 | 6[16.7 µM] | 0.3 | 3 | 1
55 | CCOc1cc(C(=O)N(C)CC(=O)Nc2cccc(F)c2)ccc1OCC(=O)N1CCOCC1 | 3 | -5 | -6 | -8 | -0.8 | -4 | -166
56 | CCc1ccc(N(CC(=O)NCC2CCCO2)C(=O)CCC(=O)Nc2nccs2)cc1 (stereo not given) | 1 | 7 | 4 | -3 | 2.1 | . | 1
57 | CN(C)S(=O)(=O)c1cccc(C(=O)OCC(=O)NCc2ccc3c(c2)OCO3)c1 | 0 | -7 | 1 | -6 | 1.8 | 2 | -2
58 | COc1ccc(S(=O)(=O)Nc2ccc3c(c2)C(=O)N([C@H](C)CO)C[C@H](C)[C@@H](CN(C)C(=O)CCCN(C)C)OCCCC[C@H](C)O3)cc1 | 12 | -13 | -10 | 1[16.7 µM] | -0.6 | 1 | -17
59 | Clc1ccc(-n2nnnc2-c2ccccc2)cc1Cl | -3 | 3 | -1 | 5 | 0.7 | -3 | 1

By substructure: the entries above with a COOH group (4)
item | smiles | ERp5 block | DENV2 CPE rescue | ERAP1 inh | miR122 inh | F508del corr | SIRT5 inh | CASP6 VEID inh
1 | COc1ccc(C(=O)O)cc1Nc1cc(C)nc2ncnn12 | -3 | 14 | 5 | -7 | 0.2 | -4 | 0
15 | Cc1onc(-c2ccccc2)c1-c1n[nH]c(=S)n1-c1ccc(C(=O)O)cc1 | 3 | . | 5 | . | . | -1 | 2
21 | Cn1nc(C(F)(F)F)c2cc(C(=O)O)sc21 | -1 | 1 | 3 | 2 | -3.0 | 1 | -3
40 | COc1ccc2c(CC(=O)O)cc(=O)oc2c1 | 13 | 11 | -2 | 13 | -0.3 | -8 | -1
